S1P2 blocker – human S1P2 receptor antagonists, primary screen, cell-based; 97,000 tested, 0.21% active; inhibition, % at 5 µM; cell-based S1P2 antagonist assay, inhibition at 5 uM; in the data active means inhibition above about 45%;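 further: CRE beta-lactamase reporter cells expressing human S1P2 stimulated with S1P; 0% = agonist at EC80 alone and 100% = agonist plus reference antagonist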
LYP inh 2 – PTPN22 phosphatase inhibitors, primary screen, biochemical, DiFMUP fluorescence, 2 µM; recombinant LYP catalytic domain; inhibition, % at 2 µM; 96,000 tested, 0.21% active; Tyrosine-protein phosphatase non-receptor type 22 (Homo sapiens), Q9Y2R2;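 active means inhibition at 2 µM at or above a set limit, the screen mean plus 3 SD, cut at about 24% in these data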;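 further: 0% = DMSO with enzyme and 100% = enzyme fully blocked by orthovanadate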
PostGolgi ctrl – growth inhibition of yeast control strain, primary screen, counter-screen for post-Golgi transport modulator project; efflux-deficient yeast background strain, growth absorbance A615, 16 h; 98,000 tested, 5% active; inhibition, % at 10 µM
S1P2 ag – S1P2 receptor agonists, primary screen, cell-based. Sphingosine 1-phosphate receptor 2 (Homo sapiens), O95136. S1P2-expressing cell line, agonist reporter read-out. activation, % at 4.5 µM. 97,000 tested, 0.46% active; in the data active means activation above about 16%;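 further: 0% = vehicle low control and 100% = maximal reference agonist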
FAK inh – FAK kinase inhibitors, primary screen, biochemical | inhibition, %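 (tested at 7 µM)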 | 97,000 tested, 0.84% active | biochemical FAK kinase activity assay; in the data active means inhibition above about 19%;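 further: 0% = DMSO and 100% = reference compound high control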
Target sequence (Q05397 whole entry, looked up): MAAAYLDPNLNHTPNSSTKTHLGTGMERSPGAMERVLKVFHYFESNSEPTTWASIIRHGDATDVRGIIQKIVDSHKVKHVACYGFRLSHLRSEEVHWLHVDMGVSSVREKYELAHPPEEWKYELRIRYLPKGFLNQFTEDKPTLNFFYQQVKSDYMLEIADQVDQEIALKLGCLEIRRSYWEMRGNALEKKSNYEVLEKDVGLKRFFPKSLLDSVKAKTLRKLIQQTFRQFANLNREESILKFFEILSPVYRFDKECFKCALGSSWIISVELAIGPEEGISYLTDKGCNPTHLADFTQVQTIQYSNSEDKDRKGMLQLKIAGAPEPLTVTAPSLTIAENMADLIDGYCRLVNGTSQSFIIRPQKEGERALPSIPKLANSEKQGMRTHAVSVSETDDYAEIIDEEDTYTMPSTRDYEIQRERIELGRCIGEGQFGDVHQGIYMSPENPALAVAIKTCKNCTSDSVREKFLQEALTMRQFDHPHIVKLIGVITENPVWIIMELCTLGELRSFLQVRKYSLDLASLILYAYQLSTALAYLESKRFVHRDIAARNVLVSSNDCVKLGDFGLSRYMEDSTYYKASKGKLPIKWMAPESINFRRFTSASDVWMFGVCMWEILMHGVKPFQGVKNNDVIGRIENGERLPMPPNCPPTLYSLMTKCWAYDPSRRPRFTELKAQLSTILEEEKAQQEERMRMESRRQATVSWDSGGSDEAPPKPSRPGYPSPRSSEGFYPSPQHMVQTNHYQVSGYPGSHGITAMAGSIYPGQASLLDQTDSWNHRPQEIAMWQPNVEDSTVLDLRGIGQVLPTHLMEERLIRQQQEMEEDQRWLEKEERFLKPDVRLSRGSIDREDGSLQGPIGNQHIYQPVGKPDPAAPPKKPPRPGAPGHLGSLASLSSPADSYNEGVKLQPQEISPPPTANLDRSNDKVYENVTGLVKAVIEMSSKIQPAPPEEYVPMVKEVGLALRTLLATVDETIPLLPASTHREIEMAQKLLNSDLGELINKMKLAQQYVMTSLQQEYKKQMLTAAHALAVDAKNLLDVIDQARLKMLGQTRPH
HIV Rev-RRE inh – HIV-1 Rev-RRE binding inhibitors, primary screen, biochemical, FRET, protein-RNA interaction; 97,000 tested, 0.79% active; P05866; Rev peptide-RRE RNA binding; inhibition, % at 8 µM; AID 704, 2007;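 active means inhibition above the screen-wide mean plus 3 SD, cut at about 35% in these data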;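 further: 0% = median DMSO wells and 100% = median Neomycin B control wells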
Target sequence (P05866 whole entry, looked up): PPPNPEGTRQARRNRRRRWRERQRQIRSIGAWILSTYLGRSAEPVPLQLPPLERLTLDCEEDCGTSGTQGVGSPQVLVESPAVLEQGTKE
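Assay system: Labelled RRE RNA duplex and labelled Rev peptide | Times: 5 min preincubation and 15 min binding, 25 °C | Detection: FRET, ex 480 nm, em 540 and 671 nm | Evaluation: % inhibition of FRET ratio versus controls | Benchmarks: DMSO wells as 0% and neomycin B wells as 100% inhibition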
LYP act – LYP phosphatase activators, primary screen, biochemical, DiFMUP fluorescence, 2 µM; Tyrosine-protein phosphatase non-receptor type 22 (Homo sapiens), Q9Y2R2; activation, % at 2 µM; 96,000 tested, 0.11% active; recombinant LYP; 0 = plate median, 100 = signal doubled;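 active means activation at 2 µM above a set limit, the mean plus 5 SD, cut at about 37% in these data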
PostGolgi yeast – phenotypic screen on post-Golgi transport, primary screen | AID 739, 2007 | 98,000 tested, 0.9% active | post-Golgi transport phenotypic cell assay | inhibition, % at 10 µM;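 further: yeast cells grown in 1536-well plates; yeast grown about 18 h at 30C before absorbance read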
EphB4 ephrin blk – EphB4-ephrin-B2 interaction antagonists, primary screen, biochemical, TNYL-RAW peptide probe, fluorescence polarization; Ephrin type-B receptor 4 (Homo sapiens), P54760; EphB4 LBD / TNYL-RAW-Alexa532 peptide; inhibition, % at 7 µM; 97,000 tested, 0.15% active; AID 720, 2007;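 active means inhibition above the screen-wide mean inhibition plus 3 SD, cut at about 15% in these data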;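 further: 0% = DMSO wells and 100% = excess unlabeled TNYL-RAW peptide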
Numbers without * were called inactive; · = no result given; [ ] = another dose, or the depositor's remark. Unless noted, no stated cut-off is given here; in the data, active means inhibition above about 30%; inactive means the rest. Rows were taken by chance, and some 7% of all compounds hit somewhere here.

SMILES	S1P2 blocker	LYP inh 2	PostGolgi ctrl	S1P2 ag	FAK inh	HIV Rev-RRE inh	LYP act	PostGolgi yeast	EphB4 ephrin blk
CCOC(=O)Oc1ccc2c(=O)c(Oc3cccc(C)c3)coc2c1	3.0	-0.1	4.0	-3.1	-8.0	2.1	4.2	-0.5	-2.6
O=C(c1ccco1)N1CCN=C1SCc1cccc(F)c1	-3.5	-5.2	13.0	-3.2	-7.0	1.7	1.8	-2.5	1.0
NCCc1nnc(SCc2c(F)cccc2Cl)o1	-7.9	6.9	-0.8	-3.0	-3.0	0.0	-3.4	-3.4	-3.5
CCOC(=O)c1c(C)n(-c2ccc(C)cc2)c2c(C(C(C)=O)C(=O)O)c(Br)c(O)c(O)c12 (stereo not drawn)	-15.4	2.6	23.2	-3.4	-1.8	7.8	-5.4	-3.8	7.6
Cc1cc(C)cc(-n2nnc(C(=O)NCc3ccccc3Cl)c2N)c1	-10.3	-3.5	-4.8	7.2	3.8	1.8	3.6	-1.9	-2.5
O=C(CSc1nnnn1-c1ccccc1)Nc1ncc2c(n1)CC(c1ccccc1)CC2=O (stereo not drawn)	-32.4	-0.1	6.1	-4.5	-2.9	-1.0	0.0	-1.4	4.5
Cc1cc(Nc2ccccc2)n(-c2cccc(Cl)c2)n1	-16.4	2.1	19.5	-1.4	0.1	9.8	-2.5	9.8	6.3
COc1ccc(O)c(C(=O)CC(=O)c2ccc(F)cc2)c1	9.6	1.1	35.2*	-1.7	1.6	0.5	-1.4	33.4*	-3.0
COC(=O)[C@H](CCSC)NC(=O)Nc1ccc(OC)cc1	0.8	-0.3	10.5	-8.4	-2.8	3.8	-1.8	-2.5	9.5
O=C(O)c1ccccc1NS(=O)(=O)c1ccccc1C(F)(F)F	-8.0	3.3	-6.0	-7.2	-4.0	5.0	-6.2	-3.3	-5.8

Record cards, from the list above.
`CCOC(=O)Oc1ccc2c(=O)c(Oc3cccc(C)c3)coc2c1` is listed with S1P2 blocker: 3.0; LYP inh 2: -0.1; PostGolgi ctrl: 4.0; S1P2 ag: -3.1; FAK inh: -8.0; HIV Rev-RRE inh: 2.1; LYP act: 4.2; PostGolgi yeast: -0.5; EphB4 ephrin blk: -2.6
`CCOC(=O)c1c(C)n(-c2ccc(C)cc2)c2c(C(C(C)=O)C(=O)O)c(Br)c(O)c(O)c12` (stereo not drawn) is listed with S1P2 blocker: -15.4; LYP inh 2: 2.6; PostGolgi ctrl: 23.2; S1P2 ag: -3.4; FAK inh: -1.8; HIV Rev-RRE inh: 7.8; LYP act: -5.4; PostGolgi yeast: -3.8; EphB4 ephrin blk: 7.6
`COC(=O)[C@H](CCSC)NC(=O)Nc1ccc(OC)cc1` is listed with S1P2 blocker: 0.8; LYP inh 2: -0.3; PostGolgi ctrl: 10.5; S1P2 ag: -8.4; FAK inh: -2.8; HIV Rev-RRE inh: 3.8; LYP act: -1.8; PostGolgi yeast: -2.5; EphB4 ephrin blk: 9.5

Next section:
SMILES	S1P2 blocker	LYP inh 2	PostGolgi ctrl	S1P2 ag	FAK inh	HIV Rev-RRE inh	LYP act	PostGolgi yeast	EphB4 ephrin blk
Cc1nnc(NC(=O)Cc2ccc(OCc3c(C)noc3C)cc2)s1	-5.5	-9.8	24.2	-5.6	0.8	0.4	6.8	-7.5	-4.1
Cc1nc2nc(-c3ccco3)[nH]n2c(=O)c1Cc1ccccc1	11.4	2.6	1.2	-2.5	-3.3	5.3	-5.4	5.0	2.5
COC(=O)c1cc(NC(=O)CC2NC3CCCCC3NC2=O)cc(C(=O)OC)c1 (stereo not drawn)	7.4	4.2	-5.8	-4.6	5.4	4.9	-2.1	-8.3	2.2
C=C(C)CNC(=S)/N=c1\scc(C)n1CC	-4.9	1.9	·	-7.5	-6.2	-2.0	-4.8	·	-8.9
O=C(CSc1nc2ccccc2o1)Nc1nncs1	-19.4	-5.4	-11.4	0.3	0.5	-9.1	2.7	0.7	-5.0
Cn1c(CNC(=O)c2ccco2)nnc1SCC(=O)Nc1cccc(Br)c1	6.7	4.3	3.0	-3.3	-2.3	5.9	-1.0	-0.3	6.1
CCC(C)S(=O)(=O)c1snnc1C (stereo not drawn)	-5.3	-1.1	-2.4	-2.4	-2.6	7.3	1.4	0.8	-2.3
Cc1c(Cl)cccc1-n1ccnc1SCC(=O)O	8.4	6.2	4.8	-7.0	0.5	2.3	-9.1	-2.5	7.2
O=c1c2ccccc2nc(-c2ccc(Br)cc2)n1Cc1ccccc1	-0.6	11.7	52.3*	-0.6	-1.2	4.4	-8.0	8.5	-5.8
Cc1cc(NC(=O)c2cnccn2)no1	11.6	1.1	7.8	-4.9	-1.8	16.1	-3.6	-1.6	-7.8
COc1ccc(-c2noc(-c3ccccc3-c3ccccc3)n2)cc1OC	-20.2	-5.8	12.0	9.5	0.6	1.4	4.4	-6.2	-5.9
CC(C)(C)C(=O)Cn1ncc(N2CCCC2)c(Br)c1=O	3.9	5.3	5.6	-5.8	-2.8	6.8	-2.6	1.3	0.1
COc1cc(CNn2cnnc2)ccc1OCC(=O)NC(C)(C)C	15.8	6.5	13.6	-6.0	1.2	3.7	-4.8	3.5	3.5
Cc1cc(Cl)ccc1OCc1n[nH]c(=S)n1C1CCCCC1	-7.6	4.0	96.2*	-10.7	4.4	-1.8	-4.1	99.4*	6.5
COc1ccc(C2NC(=O)CS2)cc1OC (stereo not drawn)	11.9	-12.6	8.6	-6.5	6.1	7.9	10.7	13.3	-0.4
Cc1ccc(Nc2nc(Nc3ccc(C)cc3)nc(SC3=NCCS3)n2)cc1	-5.2	18.2	38.4*	-3.3	1.7	5.8	-16.6	-2.7	-4.5
CN(O)/C=C1\C(=O)Nc2ccccc21	0.4	2.2	5.2	-8.0	5.0	5.8	0.7	-4.6	-2.9
CS(=O)(=O)N(CCc1ccccc1)CC(=O)Nc1ccc(OCc2ccccc2)cc1	15.8	-7.3	17.0	-5.4	16.0	6.5	11.8	-16.9	-6.2
NC(=O)c1c(NC(=O)c2cc3ccccc3o2)sc2c1CCC2	-22.5	-2.7	17.1	-3.9	-10.0	10.2	1.0	-1.7	-9.3
C=CCNC(=S)NNC(=O)c1ccc(OC(C)C)cc1	3.7	5.2	5.4	-5.1	-1.0	9.5	-3.4	-8.2	0.6
O=C(C1CCCN(S(=O)(=O)c2ccccc2)C1)N1CCCc2ccccc21 (stereo not drawn)	-11.1	-1.6	35.5*	-9.1	-1.3	8.1	5.5	-0.6	-5.1
Cc1cc(NC(=O)Cn2nc(C(F)(F)F)c3c2CCC3)n(-c2ccccc2)n1	-18.7	-13.5	0.8	-9.2	0.4	5.0	11.1	7.5	-5.0
COC(=O)c1ccccc1NC(=O)c1cnn2c(C(F)F)cc(C3CC3)nc12	-29.1	0.7	42.9*	4.0	2.9	11.1	-2.3	17.5	4.7
CCN(CC)c1ccc2c(c1)OC(N)=C(C#N)C2c1cccnc1 (stereo not drawn)	-9.6	-8.0	16.8	0.7	1.0	121.0*[fluorescence artefact?]	7.8	11.2	-7.8
O=C(Nc1cccc(Br)c1)c1ccc2nc(N3C(=O)CCC3=O)sc2c1	1.3	-8.1	-3.1	-4.4	-1.0	4.7	7.7	-0.3	5.1
C=CCNC(=O)c1ccc(-c2nc(-c3ccc(Cl)c(Cl)c3)cs2)cc1	24.5	23.1	9.3	-3.0	4.7	9.7	-19.9	15.4	-2.2
COc1ccc(C(C(=O)NC2CCCCC2)N(Cc2ccco2)C(=O)CNC(=O)c2ccco2)cc1 (stereo not drawn)	-7.0	-11.1	·	-5.8	-5.4	0.8	5.6	·	2.5
Cc1cc(C(=O)OCC(=O)NC(C)(C)C)c2ccccc2n1	5.9	-4.2	0.9	-7.9	-2.8	7.3	7.3	7.7	2.8
Cc1ccc(S(=O)(=O)CCc2nnc(NC(=O)c3ccccn3)s2)cc1	10.6	-0.5	-0.1	-5.8	2.3	-0.3	-2.0	2.6	2.6
CC1CCCN(CCOCCOc2ccc(Cl)cc2Br)C1 (stereo not drawn)	7.7	-3.6	21.6	-3.3	6.9	-0.5	3.2	102.7*	0.1
COc1cccc(Nc2cc(C)nc3ccccc23)c1	27.4	-5.7	3.9	-3.2	0.6	-2.4	7.8	-3.1	-4.2
COc1ccc(OC)c(NC(=O)CN(c2ccc(C(C)C)cc2)S(=O)(=O)c2c(C)noc2C)c1	4.8	4.5	5.8	-8.3	8.2	2.3	-7.3	-9.8	0.1
COc1ccc(CC(=O)Nc2cccc(C(=O)O)c2C)cc1	-3.4	-1.5	33.8*	-3.6	0.1	-0.4	-2.1	14.3	-5.5
CN1CCN(CCCNC(=O)c2ccc3c(c2)N(Cc2ccccc2)CCS3)CC1	7.1	4.0	-3.9	-4.5	3.5	-1.8	-6.8	-6.4	-3.5
CCOc1ccccc1Oc1c(C)oc2c(CN3CCN(CCO)CC3)c(O)ccc2c1=O	9.9	-1.9	14.4	-5.1	1.7	6.5	1.3	10.2	-6.4
CCN1CCN(c2nc3sc4c(c3c3ncnn23)CC(C)CC4)CC1 (stereo not drawn)	13.1	-0.6	5.1	1.9	-5.3	15.5	-1.7	0.1	1.0
Cc1nnc(C)n1/N=C/c1ccccn1	18.8	-6.0	-0.6	-10.0	2.0	11.6	3.4	4.3	3.2
CCOc1ccc2nc(SCC(=O)Nc3ncccn3)[nH]c2c1	-16.2	-5.7	-3.7	1.4	1.5	4.8	6.4	-7.9	-2.4
Cc1sc(C(=O)NCc2cccnc2)c2nc(C)n(CC(=O)NCc3cccnc3)c(=O)c12	29.2	-0.7	8.4	-9.2	-3.3	2.1	-0.3	3.2	5.3
O=C(NC(CO)(CO)CO)c1coc(=O)c(Br)c1	-12.1	3.2	-18.6	-3.0	0.2	5.8	2.2	-4.2	2.0
CCCN(CCC)CCCNS(=O)(=O)c1ccc2c(c1)oc(=O)n2C	14.8	14.3	-1.9	-3.1	0.2	13.9	-11.8	9.9	-2.2
COc1ccccc1NC(=O)c1cc2ccc(O)cc2o/c1=N\O	-1.5	-0.3	-4.7	-2.2	13.4	27.1	-1.6	-13.8	3.9
COC(=O)C1=C(C)N(c2ccc(C)cc2)/C(=C/c2cccs2)C1=O	13.3	9.9	33.2*	-6.3	-0.2	4.1	-6.4	21.6	10.4
COc1ccc(-c2noc(CCCC(=O)Nc3ccc(C(N)=O)cc3)n2)cc1	9.7	-1.6	11.7	-6.1	-3.5	-1.3	5.1	0.0	2.8
Cc1ccc(Nc2ccc(C(=O)O)cc2N)cc1	9.7	2.3	-2.8	-7.6	-0.6	7.9	1.9	10.8	-4.6
CCn1cnc2c1c(=O)n(CC(=O)Nc1cc(C)on1)c(=O)n2Cc1ccccc1	-7.2	-2.8	-0.2	-1.8	1.3	4.9	1.0	7.7	-14.9
N#C/C(=C\c1ccc(N2CCOCC2)o1)c1ccccc1	30.0	-0.2	7.6	-18.2	4.9	78.3*	2.8	-8.7	-7.0
O=C(/C=C/c1ccco1)NC(=S)Nc1ccccc1N1CCOCC1	11.4	8.1	18.4	-4.5	-1.1	-2.1	-8.4	5.9	-0.6
CC1CN(S(=O)(=O)c2cccc3nsnc23)CC(C)O1 (stereo not drawn)	-24.8	-11.0	·	-1.9	-0.3	1.1	7.7	·	-1.1
Cc1ccc2c(CN3CCN(CCO)CC3)cc(=O)oc2c1C	-9.1	-4.8	-0.9	0.2	2.5	-2.2	7.3	-17.7	-1.0
CCN(CC)CCCNc1oc(-c2cccc(Cl)c2)nc1C#N	10.6	-1.6	-0.3	-2.4	5.9	7.1	-2.5	1.6	3.4
CCOC(=O)c1c(NC(=O)CSc2nnc(-c3cccnc3)n2Cc2ccco2)sc(C)c1C	-8.9	3.4	15.7	-2.4	3.2	0.0	-4.4	6.3	0.3
